Shiga toxin inh: blocks Shiga toxin action in Vero cells; Vero cells, Shiga toxin protein synthesis inhibition reporter; inhibition, % at 38.7 µM; 290,000 compounds, 9.2% hits; AID 2315; in the data active = inhibition mostly above about 28%, no sharp cut-off; inactive = mostly below about 43%; note: 0% is about no effect
HCV inh: HCV inhibition; Huh7.5.1 HCVcc-Cre infection, luciferase reporter, 44 h; Potency, µM (highest dose often 41.8 µM), inactives show top-dose activity change, negative = inhibition, hits mostly inhibitors; 340,000 compounds, 3.4% hits; AID 651820; note: potency is the fitted concentration of half-maximal effect; % is set by controls: 0 for no effect and ±100 for the full control effect
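Seed cells (1,000/well) for 4 h; treat with compound and infect with HCVcc-Cre, moi about 0.5. Incubate 44 h, then detect luciferase activity.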
Tb PYK inh: T. brucei pyruvate kinase inhibition; Q57TT1; TbPYK enzyme, Kinase-Glo Plus ATP luminescence, 45 min; Potency, µM (top dose mostly 76.8 µM), for the others: at the highest dose activity, negative = inhibition, most hits filed as inhibitors; 410,000 compounds, 0.12% hits; AID 624173; note: potency is the fitted concentration of half-maximal effect; % is set by controls: 0 for no effect and ±100 for the full control effect; nearly all actives have a fitted effect of over 50% in size
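Glycolytic pyruvate kinase of T. brucei was incubated with substrate, test compound and 130 uM ADP for 45 minutes at room temperature. Luminescent Kinase-Glo Plus signal was measured after 10 minutes.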
Cycloheximide cs: counter-screen hit for Shiga toxin inhibitors, cycloheximide; cell reporter, cycloheximide protein synthesis inhibition counterscreen; max response, %; AID 2314; 300,000 compounds, 12% hits; in the data active = max response mostly above about 13%, no sharp cut-off; inactive = mostly below about 14%; note: read at 38.3 µM for the half of the compounds with a filed dose; 0% is about no effect
LmPK inh: inhibitors of Leishmania mexicana pyruvate kinase | Q27686 | AID 1721 | Potency, µM (top dose mostly 57.5 µM), inactives show at the top dose activity change, negative = inhibition, usual class: inhibitors | 290,000 compounds, 0.37% hits | purified LmPK, Kinase-Glo ATP luminescence, 1 h; note: potency is the fitted concentration of half-maximal effect; % is set by controls: 0 for no effect and ±100 for the full control effect
Target sequence (Q27686 whole entry, looked up): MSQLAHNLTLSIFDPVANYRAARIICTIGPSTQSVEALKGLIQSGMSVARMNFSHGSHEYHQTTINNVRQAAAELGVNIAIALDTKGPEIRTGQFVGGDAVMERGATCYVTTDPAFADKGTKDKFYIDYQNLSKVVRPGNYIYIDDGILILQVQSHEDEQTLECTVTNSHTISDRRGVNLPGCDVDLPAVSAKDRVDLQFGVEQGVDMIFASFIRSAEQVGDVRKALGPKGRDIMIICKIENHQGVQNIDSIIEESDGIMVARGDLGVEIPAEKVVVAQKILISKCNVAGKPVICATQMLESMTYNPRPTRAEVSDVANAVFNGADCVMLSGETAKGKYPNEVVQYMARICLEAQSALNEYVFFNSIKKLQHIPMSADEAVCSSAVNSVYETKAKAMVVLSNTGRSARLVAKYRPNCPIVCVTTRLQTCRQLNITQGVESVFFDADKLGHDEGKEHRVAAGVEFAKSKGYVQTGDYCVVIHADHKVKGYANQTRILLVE
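In 50 mM imidazole pH 7.2 with 7 mM MgCl2, LmPK (0.1 nM) turned over PEP (0.5 mM) and ADP (0.1 mM) for 1 h at room temperature. Luciferase read-out of ATP.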
Pf growth 48h: P. falciparum growth inhibition at 48 hours (one generation); Potency, µM (titrated, usually from 28.7 µM), inactives show at the top dose activity change, negative = inhibition, hits mostly inhibitors; AID 504832; P. falciparum luciferase growth in erythrocytes, 48 h; 310,000 compounds, 5.9% hits; note: potency is the fitted concentration of half-maximal effect; % is set by controls: 0 for no effect and ±100 for the full control effect
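Parasite viability was followed by luminescence of a genomically integrated firefly luciferase. Cultures held 0.1% parasitemia at 2% hematocrit (final), incubated under 5% CO2 at 37 C.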
Pf growth 96h: inhibits malaria parasite growth, 96 h. 320,000 compounds, 6.9% hits. AID 504834. P. falciparum luciferase reporter growth, 96 h. Potency, µM (highest dose often 28.7 µM), inactives show at the top dose activity change, negative = inhibition, hits mostly inhibitors; note: potency is the fitted concentration of half-maximal effect; % is set by controls: 0 for no effect and ±100 for the full control effect
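Delayed-death screen, second-generation endpoint: infected erythrocytes, 2% hematocrit, 0.05% parasitemia final; 96 hours at 37 C, 5% CO2; luciferase detection reagent; luminescence decrease equals reduced growth.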
The depositor's hits bear a star; ? = inconclusive; / = no result given; & = joins results of further samples; [ ] = remark or other dose. Unless noted, calls come from the whole dose curve; as a rule, active = well fitted curve in the direction sought with a large enough effect; inconclusive = small, poorly fitted or top-dose-only effect, or another doubt; inactive = no such curve, though single readings can be large; an effect the other way counts as inactive or inconclusive. Random draw from the library; overall some 24% were active at least once.

1: COc1cccc(C(=O)OCC(=O)c2c(N)n(C)c(=O)n(C)c2=O)c1
2: O=C(CSc1ncccn1)NC(=O)NCc1ccccc1
3: Cc1cc(C(=O)COC(=O)c2ccncc2)c(C)n1CCc1ccc(F)cc1
4: COc1ccc(CCN(C)C(=O)c2ccc(COc3ccccc3)o2)cc1OC
5: OCCCN=c1cc(-c2ccccc2)oc2ccc(Cl)cc12
6: Oc1ccc(-c2cn3c(n2)SCC3)cc1
7: Cc1ccc2c(c1)C1CC(C)(O2)N(c2cccc(C(=O)NCc3ccccn3)c2)C(=O)N1 (configuration not stated)
8: COc1ccccc1N1CCN(C(=O)c2c(-c3ccccc3)noc2C)CC1

compound no.,1,2,3,4,5,6,7,8
Shiga toxin inh,/,34,6,-12,97*,20,-11,-19
HCV inh,?,10%,?,0%,?,-14%,7%,?
Tb PYK inh,-4%,8%,2%,9%,4%,-10%,-6%,-1%
Cycloheximide cs,/,-2,3,3,35*,13,15,-3
LmPK inh,/,-1%,-3%,-6%,2%,-3%,-5%,-1%
Pf growth 48h,-23%,33%[activator],5%,-24%,/,/,-3%,-8%
Pf growth 96h,3%,-1%,3%,?,?,7%,-2%,?

Quoted from above for reference:
3: Cc1cc(C(=O)COC(=O)c2ccncc2)c(C)n1CCc1ccc(F)cc1
4: COc1ccc(CCN(C)C(=O)c2ccc(COc3ccccc3)o2)cc1OC
5: OCCCN=c1cc(-c2ccccc2)oc2ccc(Cl)cc12
6: Oc1ccc(-c2cn3c(n2)SCC3)cc1
7: Cc1ccc2c(c1)C1CC(C)(O2)N(c2cccc(C(=O)NCc3ccccn3)c2)C(=O)N1 (configuration not stated)
8: COc1ccccc1N1CCN(C(=O)c2c(-c3ccccc3)noc2C)CC1

compound no.,3,4,5,6,7,8
Shiga toxin inh,6,-12,97*,20,-11,-19
HCV inh,?,0%,?,-14%,7%,?
Tb PYK inh,2%,9%,4%,-10%,-6%,-1%
Cycloheximide cs,3,3,35*,13,15,-3
LmPK inh,-3%,-6%,2%,-3%,-5%,-1%
Pf growth 48h,5%,-24%,/,/,-3%,-8%
Pf growth 96h,3%,?,?,7%,-2%,?

Further results:
9: COc1cccc(CN(C)C(=O)CCc2nnc(-c3ccsc3)o2)c1
10: COc1ccc(OC)c(-c2cc(C(=O)NC3CCCC3)c3ccccc3n2)c1
11: COc1ccc(CNC(=O)CN(Cc2ccco2)C(=O)CNS(=O)(=O)c2ccc(C)cc2)cc1
12: O=C1Cc2ccccc2C(=O)N1c1ccc(F)cc1Cl
13: CCCc1nc2c([nH]1)C(c1cccnc1)C(C#N)=C(N)O2 (configuration not stated)
14: Cc1ccc2c(c1)C(=O)C(=O)N2CC(=O)Nc1ccc(N2CCOCC2)cc1
15: O=C(NCN1CCCCC1)c1cnccn1
16: O/N=C/c1ccc2cccc(O)c2n1

compound no.,9,10,11,12,13,14,15,16
Shiga toxin inh,33,17,-3,-8,9,22,-4,44*
HCV inh,7%,-7%,1%,22%,?,1%,18%,?
Tb PYK inh,0%,-2%,5%,7%,-5%,2%,2%,-1%
Cycloheximide cs,7,-2,-2,-2,-1,-2,-2,7.8*
LmPK inh,4%,-3%,-6%,7%,2%,8%,1%,2%
Pf growth 48h,10µM*,?,-12%,?,-18%,-9%,5%,-12%
Pf growth 96h,?,?,?,-8%,?,?,19%,?

17: COc1cc(Br)cc(CN2CCN(C=O)CC2)c1O
18: COc1cc(NC(=S)N(C)CCC#N)c(OC)cc1Cl
19: COC(=O)c1cc(-c2cccc(OC)c2)c2c(=O)[nH]c(=O)n(C)c2n1
20: CCCOc1ccc(C(=O)ON=C2CCN(C)CC2)cc1
21: CCOC(=O)c1cc(-c2c(Cl)cccc2Cl)no1
22: Cc1cccc(C(=O)NC(=S)NNC(=O)c2ccc(Cl)cc2)c1
23: CCc1nn(CC(=O)NCCc2ccc(OC)cc2OC)c(=O)c2cc3occc3n12
24: COc1ccccc1NS(=O)(=O)c1cc(NC(=O)c2cccs2)ccc1N1CCOCC1

compound no.,17,18,19,20,21,22,23,24
Shiga toxin inh,-24,-5,-4,46,2,5,-9,-5
HCV inh,5%,-3%,-1%,-20%,15%,?,?,?
Tb PYK inh,-18%,2%,1%,-6%,-4%,-20%,2%&2%,-1%
Cycloheximide cs,8,6,-1,9,5,-5,-10,-2
LmPK inh,-5%,-3%,3%,5%,3%,-1%,-18%,3%
Pf growth 48h,-1%,-7%,?,12%,?,-25%,1%,9.3µM*
Pf growth 96h,?,-22%,13%,28%,12%,?,13%,?

25: COc1ccc(Cl)cc1NC(=O)C1CC(c2ccccc2O)=NO1 (configuration not stated)
26: CC1CCCCC1NC(=O)C1CCN(S(=O)(=O)c2ccc3c(c2)CCC(=O)N3)CC1 (configuration not stated)
27: COc1ccc(CCNC(=O)Cn2nnc(C(=O)Nc3cccc(C)c3C)c2N)cc1OC
28: Cc1cc(C)c2nc(/N=C(\N)NC(=O)Nc3ccccc3)nc(C)c2c1
29: CC(=O)Nc1ccc(S(=O)(=O)Nc2nc3ccccc3nc2Nc2ccccc2)cc1
30: C/C(=N\Nc1ccc([N+](=O)[O-])cc1[N+](=O)[O-])C(C)(C)C(C(=O)O)C(=O)O
31: COc1ccc(C(=O)c2sc3nc(-c4ccccc4)ccc3c2N)cc1
32: CCCOc1ccc(CC2CCC(=O)NC2=O)cc1 (configuration not stated)

compound no.,25,26,27,28,29,30,31,32
Shiga toxin inh,31,-12,-1,-5,-15,-5,27,-9
HCV inh,-11%,10%,?,11µM*,1%,11%,-3%,8%
Tb PYK inh,1%,-3%,2%,-7%,1%,5%,-1%,3%
Cycloheximide cs,-1,-3,9,6,-2,13,2,-4
LmPK inh,0%,3%,4%,1%,1%,0%,-3%,-3%
Pf growth 48h,0%,/,-5%,1.9µM*,25%,6%,-12%,-7%
Pf growth 96h,-11%,4%,1.9µM*,13µM*,28%,-18%,-20%,-18%

33: COCC(=O)N(C)c1nnc(-c2cnc(C)cn2)s1
34: COc1ccc(CN(Cc2ccc(C(=O)O)cc2)C(=S)Nc2ccccc2Cl)cc1OC
35: CCc1ccc([C@@H]2CC=C(C(=O)O)CN2S(=O)(=O)c2ccc(C)cc2)cc1
36: O=C(C/C(=N/O)c1ccccc1O)C(F)F
37: CC1CCN(c2c(NCC3CCC(C(=O)NC4CCCCCC4)CC3)c(=O)c2=O)CC1 (configuration not stated)
38: S=C1NC[C@H](CC2CCCCC2)N1CC1CCCCC1
39: Cc1cccc(C(=O)O/N=C(\N)c2ccc(Cl)cc2)c1
40: O=C(CCn1c(=O)[nH]c2ccccc2c1=O)NCCSCc1ccccc1

compound no.,33,34,35,36,37,38,39,40
Shiga toxin inh,61,-2,/,3,-9,-16,71*,-10
HCV inh,25%,16%,7%,-1%,17%,?,-2%,-3%
Tb PYK inh,1%,-8%,1%,0%,-3%,-15%,2%,3%
Cycloheximide cs,24*,-1,/,-1,-1,-1,56*,7
LmPK inh,1%,0%,/,1%,8%,2%,0%,1%
Pf growth 48h,102%[activator],?,-3%,4%,?,?,66%[activator],0%
Pf growth 96h,2%,76%[activator],58%[activator],93%[activator],?,?,200%[activator],-12%

41: CCC(C)N1CCC(Oc2ccc(C(=O)NCc3ccccn3)cc2)CC1 (configuration not stated)
42: Oc1ccccc1N1CCN(c2ncnc3scc(-c4ccc(F)cc4)c23)CC1
43: COc1ccc(S(=O)(=O)NCc2ccccn2)c(C)c1C
44: Cc1cccc(CNC(=O)C2CCC(=O)N(C3CC3)C2)c1 (configuration not stated)
45: O=C(CN1C(=O)CCC1=O)Nc1nc(-c2ccccn2)cs1
46: Nc1nc(-c2ccccc2)cc(-c2ccccc2)n1
47: Cc1ccc(S(=O)(=O)NC(=O)Nc2ccc(C)cc2C)cc1
48: COCCNC(=O)CSc1nc2ccc(N3CCOCC3)cc2c(=O)n1Cc1ccc(OC)cc1

compound no.,41,42,43,44,45,46,47,48
Shiga toxin inh,-11,-3,-9,-12,-10,31*,-14,54
HCV inh,1%,11µM*,-16%,1%,?,10µM*,9%,?
Tb PYK inh,-5%,3%,6%,-2%,-1%,1%,0%,-2%
Cycloheximide cs,2,1,-1,11,-5,21*,7,28*
LmPK inh,-2%,1%,1%,-15%,-1%,-11%,-7%,-3%
Pf growth 48h,-10%,13µM*,3%,12%,/,35%,27%,-7%
Pf growth 96h,10µM*,?,7%,36%[activator],?,6%,3%,?

49: Cc1ccc2nc(N3CCN(C)CC3)c(C#N)cc2c1
50: CC(=O)Nc1ccc(C(=O)CSc2nnc3scc(-c4ccccc4)n23)cc1
51: CCCCCOc1ccc(NC(=O)C2OC3OC(C)(C)OC3C3OC(C)(C)OC23)cc1 (configuration not stated)
52: COC(=O)CSc1nc(N)c(C#N)c(C(C)C)c1C#N
53: COc1ccc(C)cc1S(=O)(=O)N1c2ccccc2CC1C (configuration not stated)
54: Cc1nc2sc3c(c2c(=O)[nH]1)CCCCC3
55: COc1cccc(/C=C(\C#N)c2nc3ccc(C)cc3[nH]2)c1OCC(=O)O
56: COc1ccc(CCNC(=O)CSc2nnc(-c3ccc(F)cc3)o2)cc1OC
57: CC1(C)Cc2ccccc2-c2nnc(SCC(=O)Nc3nc4ccccc4s3)n21
58: CCOC(=O)c1cc(NC(=O)Cc2ccc(S(=O)(=O)N3CCOCC3)s2)cc(C(=O)OCC)c1
59: C=CCOCCn1[nH]c2ccccc2c1=O

compound no.,49,50,51,52,53,54,55,56,57,58,59
Shiga toxin inh,53,-1,13,-4,18,15,40*,-13,3,/,/
HCV inh,-17%,4%,10%,-9%,-19%,24%,3%,7%,-2%,?,3%
Tb PYK inh,-16%,-8%,-1%,-2%,1%,3%,-1%,3%,4%,-17%,-14%
Cycloheximide cs,33*,-4,10,-4,-3,8,27*,5,-5,/,/
LmPK inh,0%,10%,3%,1%,16%,0%,0%,3%,5%,/,/
Pf growth 48h,-16%,8%,11%,0%,?,24%,4%,-24%,?,10µM*,?
Pf growth 96h,-10%,?,-87%,?,/,25%,-2%,3%,-1%,5.2µM*,32%[activator]

Bioassay records (PubChem)
